TEAD-YAP block = TEAD-YAP interaction inhibition, primary screen, TEAD-YAP interaction inhibitor project, luminescence, HEK-TIYL cells; TEAD-Gal4/YAP UAS-luciferase luminescence; AID 1259422, 2018; inhibition, % at 9.12 µM; 640,000 tested, 1.4% active; in the data active = inhibition above about 32%;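 note: 0% = median of test compound wells and 100% = reference inhibitor wells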
GPR151 ag = activators of human GPR151, primary screen, cell-based, PathHunter beta-arrestin, luminescence. PathHunter beta-arrestin GPR151 cells. activation, % at 11.2 µM. 650,000 tested, 1% active; in the data active = activation above about 4.9%;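 note: 0% = median of compound wells and 100% = cells with positive control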
Target sequence (Q8TDV0 whole entry, looked up): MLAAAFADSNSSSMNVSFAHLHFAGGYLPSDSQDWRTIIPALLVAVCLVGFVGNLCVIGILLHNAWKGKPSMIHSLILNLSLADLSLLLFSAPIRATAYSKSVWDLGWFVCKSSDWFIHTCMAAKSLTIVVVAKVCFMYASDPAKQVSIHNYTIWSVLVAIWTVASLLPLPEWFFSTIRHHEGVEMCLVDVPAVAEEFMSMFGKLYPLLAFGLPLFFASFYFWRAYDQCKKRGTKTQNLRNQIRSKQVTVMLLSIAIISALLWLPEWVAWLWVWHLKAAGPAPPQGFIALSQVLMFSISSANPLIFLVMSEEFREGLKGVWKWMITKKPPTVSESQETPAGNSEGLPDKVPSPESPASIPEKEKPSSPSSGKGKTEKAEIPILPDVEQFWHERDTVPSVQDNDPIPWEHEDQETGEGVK
FBW7 act = FBW7 E3 ligase activators, primary screen, biochemical, AlphaScreen, human. F-box/WD repeat-containing protein 7 (Homo sapiens), Q969H0. AlphaScreen FBW7–phospho-cyclin E peptide binding, activator screen. normalized activity (activation), % at 26.1 µM. 650,000 tested, 0.13% active. AID 1259310, 2017; in the data active = normalized activity above about 1.9%;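 note: purified mutant Fbw7 with reduced substrate affinity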
MITF inh = MITF inhibitors, primary screen, biochemical, AlphaScreen, human. inhibition, % at 2.6 µM. Microphthalmia-associated transcription factor (Homo sapiens), O75030. AlphaScreen MITF homodimerization, bead proximity signal. 650,000 tested, 0.91% active. AID 1259374, 2018; in the data active = inhibition above about 50%;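 note: 0% = vehicle wells with protein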
Target sequence (O75030 whole entry, looked up): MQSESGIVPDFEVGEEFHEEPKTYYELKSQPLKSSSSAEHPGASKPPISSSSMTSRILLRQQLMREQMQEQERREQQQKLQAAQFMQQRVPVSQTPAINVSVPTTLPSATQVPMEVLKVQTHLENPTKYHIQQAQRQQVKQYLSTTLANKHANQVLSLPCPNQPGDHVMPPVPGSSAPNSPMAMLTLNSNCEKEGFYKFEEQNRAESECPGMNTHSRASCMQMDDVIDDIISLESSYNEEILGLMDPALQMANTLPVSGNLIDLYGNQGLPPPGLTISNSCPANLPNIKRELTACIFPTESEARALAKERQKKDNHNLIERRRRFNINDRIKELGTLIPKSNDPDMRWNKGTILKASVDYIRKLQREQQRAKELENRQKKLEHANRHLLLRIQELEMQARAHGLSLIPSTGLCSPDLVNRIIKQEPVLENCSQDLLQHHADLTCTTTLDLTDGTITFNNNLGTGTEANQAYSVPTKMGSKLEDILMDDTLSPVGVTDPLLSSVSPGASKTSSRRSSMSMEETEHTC
Numbers without * were called inactive.

SMILES	TEAD-YAP block	GPR151 ag	FBW7 act	MITF inh
O=C(N/N=C/c1ccc(OC(=O)c2ccccc2)c([N+](=O)[O-])c1)c1ccc(O)cc1	-10	-8.4	0.1	-12
Clc1nc(Nc2ccc(N3CCOCC3)cc2)c2ncn(-c3ccccc3)c2n1	-7	-2.6	-0.2	26
COc1cccc(C2C(C(=O)OC3CCCCC3)=C(C)NC3=C2C(=O)CC(C)(C)C3)c1OC (stereo not given)	4	-0.9	0.7	-3
CCCCN(C(=O)Nc1ccc(Cl)cc1)C1CCN(C(C)=O)CC1	-2	-0.4	0.0	10
C=CCNC(=O)C(=O)NCC1OCCCN1S(=O)(=O)c1ccc2c(c1)OCCO2 (stereo not given)	1	-0.6	0.0	-1
Cc1[nH]c2ccccc2c1C(=O)COC(=O)CNS(=O)(=O)/C=C/c1ccccc1	-6	-0.2	0.0	14
COc1ccc(C(=O)N2CCN(c3ncnc4sc5c(c34)CCCC5)CC2)cc1	19	-0.8	0.0	7
O=C1CCCN1CCCNc1nc(NCCOc2ccccc2)c2ncn(-c3ccsc3)c2n1	3	1.3	0.0	8
c1cncc(-c2nc(N3CCc4ccccc43)c3ccccc3n2)c1	20	0.2	0.9	-11
CC(C)n1cnc2c(NCCOc3ccccc3)nc(N3CCCC3CO)nc21 (stereo not given)	6	-2.0	0.4	18
CC1CCC(C(C)C)C(OC(=O)CSc2nnc(N)s2)C1 (stereo not given)	-7	1.1	-0.1	5
Cc1cc(C)n(C(=O)c2cc(-c3ccc(OC(C)C)cc3)nc3ccccc23)n1	-12	0.2	1.1	8
COc1cc(/C=C2/N=C(c3ccc(Br)cc3)OC2=O)cc(OC)c1OC	7	-0.3	0.1	2
CC(C)(CC(=O)N1CCCC1)CC1=NS(=O)(=O)c2ccccc2N1	11	-0.5	0.0	25
O=C(NCN1C(=O)C2C3C=CC(C3)C2C1=O)Nc1nncs1 (stereo not given)	-9	1.0	0.3	12
Cc1ncc(Cc2ccccc2)c(C2CCCN(C(=O)C[C@@H]3C[C@@H](C)NC(=S)N3)C2)n1 (stereo not given in full)	-3	0.5	0.1	5
Cc1ccc(C)c(Oc2coc3cc(OC(C)C(=O)OCc4ccccc4)ccc3c2=O)c1 (stereo not given)	-9	-0.3	0.1	-32
COc1cc(C=Nc2ccc(C)cc2O)c([N+](=O)[O-])cc1OC	-3	0.5	-0.1	-2
Cc1nn(C(C)C(=O)c2cccc(Cl)c2)c(C)c1[N+](=O)[O-] (stereo not given)	0	1.7	-0.2	9
CC(=O)C1(N2CCCCC2)CCN(C2CC(=O)N(Cc3ccc(Cl)cc3)C2=O)CC1 (stereo not given)	1	0.8	0.2	4
CCN(CC)c1ccc(C2NC(=O)NC(C)=C2C(=O)OCC(F)(F)C(F)(F)F)cc1 (stereo not given)	-4	2.0	-0.3	-13
O=C(c1ccc(Br)cc1)C(C(=O)N1CCCCC1)n1ccccc1=O (stereo not given)	-1	-0.2	0.1	12
FC(F)(F)c1ccc(CNc2ncc(-c3cnn(Cc4ccccc4)c3)n3ccnc23)cc1	10	-0.1	0.0	10
COc1ccc(CNc2n[nH]c(NCc3ccc(OC)c(OC)c3)n2)cc1OC	-3	1.5	0.0	-1
CC(C)(CO)Nc1nc(Cl)nc(NC2CCCCC2)n1	-3	1.1	0.4	-1
Cc1c(OCC(=O)N2CCCCCC2)ccc2c(=O)c(Oc3ccccc3)coc12	7	-1.3	-0.1	-2
COC(=O)c1c(NC(=O)Cn2nc(C)c([N+](=O)[O-])c2C)sc2c1CCC(C)C2 (stereo not given)	6	-0.6	0.0	-2
CN1CCC2(CC1)Oc1ccccc1C1CC(c3ccccc3)=NN12 (stereo not given)	-22	0.8	0.1	1
COc1cc(CNc2nccn3c(-c4ccc(F)c(Cl)c4)cnc23)cc(OC)c1OC	-4	0.0	0.1	0
CCOC(=O)c1cnc2ccccc2c1Nc1cccc(O)c1	4	-0.4	-0.1	-1
Cn1cc(C(=O)N2CCC(C(N)=O)CC2)c2ccccc2c1=O	-4	-2.0	0.1	10
O=C1CCCN1CCn1cnc2c(Nc3ccccc3)nc(N3CCc4ccccc4C3)nc21	-3	-0.7	-0.2	10
Cc1ccc(N2CCN(c3ccc(C)cc3)C2c2cc(Cl)cc(Cl)c2O)cc1	-4	-0.3	0.1	-1
CCOC(=O)Cc1csc(Cc2nc(O)cs2)n1	6	0.3	0.0	2
CCOc1ccc(-n2c(SCC(=O)NCc3ccco3)nc3n[nH]c(C)c3c2=N)cc1	-1	1.6	0.2	7
CCOC(=O)c1ccc(N2C(=O)CC(NCCc3ccc(OC)cc3)C2=O)cc1 (stereo not given)	6	0.0	0.1	-8
COCCNC(=O)c1ccc2c(c1)ncn2-c1ccc(F)c(F)c1	-32	0.7	0.1	7
CC1CCCC(NS(=O)(=O)c2ccc3c(c2)OCC(=O)N3)C1C (stereo not given)	0	1.0	-0.1	3
O=C(COC(=O)[C@@H]1CC(O)CN1S(=O)(=O)c1ccccc1[N+](=O)[O-])c1ccc[nH]1 (stereo not given in full)	-1	0.6	0.1	6
COc1ccc(CCNC(=O)CN(C)c2nn3c(=O)cc(C)nc3s2)c(OC)c1	-4	-0.4	0.4	10

Part of the list above in order of SMILES length, lowest first:
SMILES	TEAD-YAP block	GPR151 ag	FBW7 act	MITF inh
CCOC(=O)Cc1csc(Cc2nc(O)cs2)n1	6	0.3	0.0	2
CC(C)(CO)Nc1nc(Cl)nc(NC2CCCCC2)n1	-3	1.1	0.4	-1
CCOC(=O)c1cnc2ccccc2c1Nc1cccc(O)c1	4	-0.4	-0.1	-1
Cn1cc(C(=O)N2CCC(C(N)=O)CC2)c2ccccc2c1=O	-4	-2.0	0.1	10
CC1CCCC(NS(=O)(=O)c2ccc3c(c2)OCC(=O)N3)C1C (stereo not given)	0	1.0	-0.1	3
O=C(c1ccc(Br)cc1)C(C(=O)N1CCCCC1)n1ccccc1=O (stereo not given)	-1	-0.2	0.1	12
COc1ccc(CNc2n[nH]c(NCc3ccc(OC)c(OC)c3)n2)cc1OC	-3	1.5	0.0	-1
CCOC(=O)c1ccc(N2C(=O)CC(NCCc3ccc(OC)cc3)C2=O)cc1 (stereo not given)	6	0.0	0.1	-8
COc1ccc(CCNC(=O)CN(C)c2nn3c(=O)cc(C)nc3s2)c(OC)c1	-4	-0.4	0.4	10
COc1cc(CNc2nccn3c(-c4ccc(F)c(Cl)c4)cnc23)cc(OC)c1OC	-4	0.0	0.1	0
CCOc1ccc(-n2c(SCC(=O)NCc3ccco3)nc3n[nH]c(C)c3c2=N)cc1	-1	1.6	0.2	7
FC(F)(F)c1ccc(CNc2ncc(-c3cnn(Cc4ccccc4)c3)n3ccnc23)cc1	10	-0.1	0.0	10
CCN(CC)c1ccc(C2NC(=O)NC(C)=C2C(=O)OCC(F)(F)C(F)(F)F)cc1 (stereo not given)	-4	2.0	-0.3	-13
COC(=O)c1c(NC(=O)Cn2nc(C)c([N+](=O)[O-])c2C)sc2c1CCC(C)C2 (stereo not given)	6	-0.6	0.0	-2
O=C(COC(=O)[C@@H]1CC(O)CN1S(=O)(=O)c1ccccc1[N+](=O)[O-])c1ccc[nH]1 (stereo not given in full)	-1	0.6	0.1	6

Continued.
SMILES	TEAD-YAP block	GPR151 ag	FBW7 act	MITF inh
CC(C)(C)N(Cc1ccccc1)C(=O)CCC(=O)O	13	-0.2	0.4	1
CS(=O)(=O)c1ccc2nc(NC(=O)c3ccc(S(=O)(=O)N4CCc5ccccc54)cc3)sc2c1	11	1.3	0.0	0
COc1ccc(NC(=O)CSc2nnc(C)c(=O)n2N)cc1	14	-0.7	0.8	7
Cc1ccccc1NC(=O)CCc1c(C)nc2nc(CNC(=O)OC(C)(C)C)nn2c1C	7	0.8	0.3	12
Cc1cccc(NS(=O)(=O)c2ccc(N=Cc3c(C)[nH]n(-c4ccc(C)c(C)c4)c3=O)cc2)c1	4	-1.0	0.0	4
COc1cccc(-c2cc(C(F)(F)F)nc(-n3nnnc3C)n2)c1	0	-1.4	0.2	-6
O=C(NCc1ccncc1)C(=O)Nc1ccc(Br)cc1	-2	-1.5	-0.1	-6
O=C(Cn1cc2c(n1)CCCC2)NCc1cccnc1	2	-0.1	0.0	-12
CC(C)(C)c1ccc(C(=O)Nc2ccc3nc(SCC(=O)NCc4ccccc4)sc3c2)cc1	0	-0.6	0.0	17
Nc1nonc1-n1nnc(C(=O)N/N=C/c2cccc([N+](=O)[O-])c2)c1CN1CCCC1	16	0.5	-0.1	0
Cc1ccc(-c2nn(-c3ccccc3)cc2/C=C2\N=C(c3ccccc3)OC2=O)o1	-8	0.8	-0.2	7
COc1ccc(NC(=O)C(C)Oc2ccc3oc(=O)cc(C)c3c2)cc1 (stereo not given)	-1	-1.5	0.1	22
Cc1ccc(F)cc1NC(=O)c1sc2nc(C)n(C)c(=O)c2c1C	-9	-1.5	0.0	-6
COC(=O)CN(CCc1ccccc1)S(=O)(=O)c1ccc(Br)cc1	-7	-1.2	0.0	-5
CCN(CC)S(=O)(=O)c1ccc(C(=O)Nc2c3c(nn2-c2cccc(C)c2C)CS(=O)(=O)C3)cc1	-1	0.8	0.8	21
CCOC(=O)c1nn(CCO)c2c1CN(Cc1cc(OC)ccc1OC)CC2	7	1.1	-0.1	-3
O=C1CCC(=O)N1Nc1nc2ccccc2c2nc(-c3ccccc3)nn12	6	1.9	-0.1	-11
C/C(=N\NC(=O)c1ccco1)c1ccc([N+](=O)[O-])cc1	-60	-1.6	-0.2	-3
CCOC(=O)c1sc2ncn(CC(=O)N3CCCCC3C)c(=O)c2c1C (stereo not given)	6	-0.4	-0.2	-11
O=C(NC1CCCCCC1)c1ccc(-n2cncn2)c([N+](=O)[O-])c1	-1	1.7	0.0	15
CCCCCC(=O)N1c2ccccc2NC2=C(C(=O)CC(C)(C)C2)C1c1cccc(OC)c1 (stereo not given)	5	-1.0	-0.1	6
Cc1ccc(-c2csc3ncc(C(=O)N4CCCC4)c(=O)n23)cc1	-2	-0.2	0.1	-8
Cc1ccc(-n2c(=O)[nH]c3c(C(N)=O)nc(-c4ccncc4)nc32)cc1	5	0.4	1.4	12
Cc1ccccc1-n1nnnc1SC1CCOC1=O (stereo not given)	1	0.2	-0.1	-5
COc1ccc(C(=O)Nc2ccc(C(C)=O)cc2)cc1[N+](=O)[O-]	-21	-0.3	-0.2	0
CN(Cc1ccccc1)C(=O)c1cn(C)c(=O)c2c1c1ccccc1n2C	15	-0.4	0.1	16
CN(CCO)c1cc(Sc2nc3ccccc3s2)c2nonc2c1[N+](=O)[O-]	-7	-0.3	-0.2	-2
COc1ccc([N+](=O)[O-])cc1NC(=O)c1ccccc1SC	8	2.5	-0.1	3
COc1cc(/C=C/C(=O)OCC(=O)NC(=O)Nc2ccc3c(c2)OCCO3)ccc1O	-13	-2.3	0.1	1
COc1cccc(/C=C2\SC(NC(C)=O)=NC2=O)c1OCc1ccccc1Cl	0	-0.2	0.1	14
COc1cc(OC)cc(C(=O)N2CCN(S(C)(=O)=O)CC2)c1	2	1.6	0.1	-9
COc1ccc(CCN2C(=O)CCC2CCNCCOc2ccc(F)cc2)cc1 (stereo not given)	-3	1.5	0.2	4
Cc1ccc(NC(=O)C2CCCN(c3ccc(-n4cccn4)nn3)C2)c(C)c1 (stereo not given)	-7	-0.6	0.3	11
CC1CCN(CC(=O)Nc2ccc(Br)cc2[N+](=O)[O-])CC1	-3	4.3	-0.2	15
CCCC(=O)Nc1c2c(nn1-c1cccc(Cl)c1)CSC2	6	1.3	0.0	0
O=C(CSc1nsc(SCC(=O)C2CC2)n1)C1CC1	-64	-0.7	-0.2	-12
O=C1NS(=O)(=O)c2ccc(Cl)cc2Sc2ccccc21	11	-0.8	0.2	6
CCN(C(=O)Cn1cc(C(F)(F)F)ccc1=O)C1CCS(=O)(=O)C1 (stereo not given)	-10	0.3	0.0	10
CCOC(=O)c1ccc(N2CC(O)=C(c3nc4ccccc4[nH]3)C2=N)cc1	11	-0.3	0.2	2
CCCCOc1ccc(/C=c2\sc3nc(-c4ccc(C)cc4)nn3c2=O)cc1OC	-12	-1.1	0.1	5
CCn1c(CNc2ccc(C)cc2)nnc1SCC(=O)NC1CCCC1	-6	0.1	0.0	2
COc1cc(-c2ccc(O)cc2)cc(=O)c2c(C)oc(C)c12	1	0.0	-0.1	4
O=C1NC(c2cc([N+](=O)[O-])ccc2O)C(C(=O)c2ccccc2)C(O)(C(F)(F)F)N1 (stereo not given)	-11	0.3	-0.1	1
CC(=O)C(=Cc1cn(-c2ccccc2)nc1-c1ccccc1)C(C)=O	-10	-1.6	0.3	11
O=C(Nc1c2c(nn1-c1ccc(F)cc1)CSC2)C1CCCC1	3	1.4	0.2	3
COc1ccc(C2CC(=O)C3=C(C2)Nc2ccccc2NC3c2cc(Br)ccc2OC)cc1OC (stereo not given)	4	-1.1	-0.1	-3
CN(CC(O)c1ccccc1)C(=O)CCc1nnc(Cc2cccc(C(F)(F)F)c2)o1 (stereo not given)	-23	-1.1	-0.2	-1

Screening results deposited in PubChem BioAssay by The Scripps Research Institute Molecular Screening Center.
